# ABCG2 block = ABCG2 efflux pump inhibitors, primary screen, multiplex with ABCB1, IgMXP3 cells, flow cytometry. Broad substrate specificity ATP-binding cassette transporter ABCG2 (Homo sapiens), Q9UNQ0. inhibition, % at 6.6 µM. hit rate 0.1% among 190,000. JC-1 efflux. AID 1325, 2008;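 active = inhibition above 80%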;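 also: 0% = DMSO and 100% = nicardipine control wells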
# Target sequence (Q9UNQ0 whole entry, looked up): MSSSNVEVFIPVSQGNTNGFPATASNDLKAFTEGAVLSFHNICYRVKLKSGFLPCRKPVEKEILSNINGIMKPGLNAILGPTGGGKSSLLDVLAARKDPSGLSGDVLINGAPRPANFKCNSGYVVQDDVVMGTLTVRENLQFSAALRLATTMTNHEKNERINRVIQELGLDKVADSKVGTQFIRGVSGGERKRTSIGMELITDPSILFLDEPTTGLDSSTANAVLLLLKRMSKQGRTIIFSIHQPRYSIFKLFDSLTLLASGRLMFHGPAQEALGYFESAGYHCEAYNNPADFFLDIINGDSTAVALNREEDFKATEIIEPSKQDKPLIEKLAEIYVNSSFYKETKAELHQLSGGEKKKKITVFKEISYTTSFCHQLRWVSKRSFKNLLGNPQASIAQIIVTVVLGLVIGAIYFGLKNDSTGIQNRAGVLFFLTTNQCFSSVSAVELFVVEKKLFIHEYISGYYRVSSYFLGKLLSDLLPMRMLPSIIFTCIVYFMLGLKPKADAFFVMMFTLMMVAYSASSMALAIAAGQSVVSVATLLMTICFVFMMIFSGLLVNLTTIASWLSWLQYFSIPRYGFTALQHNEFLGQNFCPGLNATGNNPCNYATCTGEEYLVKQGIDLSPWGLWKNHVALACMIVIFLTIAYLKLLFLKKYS
#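 Test system: ABCG2 IgMXP3 and barcoded ABCB1 CCRF-Adr cell mix; Schedule: cells with compound and JC-1, 10 min at 25 °C, rotating, no wash; Technique: flow cytometry of retained JC-1 fluorescence; Measure: % inhibition of efflux relative to nicardipine and DMSO; Controls: nicardipine high and DMSO low controls.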
# Mcl1 Noxa PPI = Mcl-1/Noxa binding inhibitors, primary screen, biochemical, TR-FRET, 1536-well | AID 1022, 2008 | inhibition, % at 21.7 µM | hit rate 1.5% among 220,000 | TR-FRET Mcl-1/Noxa peptide binding, 2 h;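 active = compounds that cut the protein-peptide binding signal by more than 50% relative to plate controls in a single-dose test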;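 also: His-tagged Mcl-1 with rhodamine Noxa BH3 peptide and terbium anti-His antibody; 0% = Mcl-1 plus Noxa peptide wells and 100% = peptide-only wells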
# Target sequence (Q07820 whole entry, looked up): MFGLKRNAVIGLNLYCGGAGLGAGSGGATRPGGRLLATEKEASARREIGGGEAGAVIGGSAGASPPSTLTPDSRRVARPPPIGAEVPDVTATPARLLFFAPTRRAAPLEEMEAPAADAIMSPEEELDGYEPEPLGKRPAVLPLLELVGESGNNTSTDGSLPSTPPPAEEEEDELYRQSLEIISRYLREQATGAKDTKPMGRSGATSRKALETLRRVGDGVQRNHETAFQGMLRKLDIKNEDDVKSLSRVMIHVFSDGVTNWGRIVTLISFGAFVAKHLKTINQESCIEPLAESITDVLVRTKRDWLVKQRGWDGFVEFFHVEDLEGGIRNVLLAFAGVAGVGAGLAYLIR
# ABCB1 block = ABCB1 efflux pump inhibitors, primary screen, cell-based, multiplex, flow cytometry, ABCG2 counter-screen; ATP-dependent translocase ABCB1 (Homo sapiens), P08183; hit rate 0.067% among 190,000; inhibition, % at 6.6 µM; CCRF-Adr cells, JC-1 efflux; AID 1326, 2008; in the data active = inhibition above about 40%;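 also: 0% = vehicle and 100% = reference inhibitor; higher value means more JC-1 retained so stronger ABCB1 efflux block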
# RGS4-Gao reg = modulators of RGS4 binding to Galphao, primary screen, biochemical, multiplexed bead flow cytometry; Guanine nucleotide-binding protein G(o) subunit alpha (Homo sapiens), P09471; actives lie on both sides; binding response (% of control), % at 10 µM; hit rate 0.33% among 220,000; AID 1415, 2008; in the data active = binding response below about 49% or above about 150%; inactive = in between;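 also: fluorescent Galphao activated with aluminum fluoride binding bead-coupled RGS4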
# RGS7-Gao reg = RGS7-Galphao binding modulators, primary screen, biochemical, multiplexed bead flow cytometry; hit rate 0.35% among 220,000; binding response (% of control), % at 10 µM; actives lie on both sides; Guanine nucleotide-binding protein G(o) subunit alpha (Homo sapiens), P09471; in the data active = binding response below about 49% or above about 150%; inconclusive = no clear call, values can overlap the other calls; inactive = in between;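 also: fluorescent Galphao held in activated GDP-AlF4 state binding bead-coupled RGS7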
# Mcl1 Bid PPI = Mcl-1/Bid binding inhibitors, primary screen, biochemical, TR-FRET, 1536-well. inhibition, % at 21.7 µM. TR-FRET Mcl-1/Bid-Dy647 peptide binding. hit rate 0.97% among 220,000. AID 1021, 2008;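 active = compounds that cut the binding signal by more than half at the single screening dose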;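 also: His-tagged Mcl-1 with europium anti-His antibody binding Bid BH3 peptide; 0% = Mcl-1 plus peptide wells and 100% = peptide-only wells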
# Avidin fluor = green autofluorescence of compounds with avidin beads – biophysical, 488/530 nm, flow cytometry, artefact control, profiling panel; compound fluorescence 488/530 nm; stronger effect = higher value; fluorescence (KMESF) at 10 µM; hit rate 0.38% among 220,000; in the data active = fluorescence above about 47; also: inactives centre near 10
# GSH bead fluor = compound fluorescence on glutathione beads, profiling panel, artefact control, biophysical, 488/530 nm, flow cytometry | GSH beads flow cytometry, compound fluorescence 488/530 nm; stronger effect = higher value | fluorescence (KMESF) at 10 µM | hit rate 0.25% among 190,000 | AID 1776, 2009; in the data active = fluorescence above about 89;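 also: glutathione beads carrying GST-tagged Bcl family fusion proteins plus one bare bead set; values are compound well signal with DMSO vehicle wells as background; inactives centre near 16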
# RGS8-Gao = RGS8-Galphao binding modulators, primary screen, biochemical, multiplexed bead flow cytometry; actives lie on both sides; response (percent of control binding), % at 10 µM; hit rate 0.34% among 220,000; AID 1423, 2008; in the data active = response below about 60% or above about 140%; inactive = in between;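 also: Galphao activated as the GDP aluminium fluoride complex binding bead-coupled RGS8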
# Bim-Mcl-1 = inhibitors of Bim peptide binding to Mcl-1, primary screen, biochemical, bead-based flow cytometry, multiplex; Induced myeloid leukemia cell differentiation protein Mcl-1 (Homo sapiens), Q07820; Bim peptide-Mcl-1 binding; inhibition, % at 10 µM; hit rate 0.1% among 190,000; in the data active = inhibition above about 40%;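 also: 0% = no compound tracer wells and 100% = peptide blocker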
# Pf gamet viab = late stage P. falciparum gametocyte viability inhibitors, primary screen, ATP luminescence, HTS; hit rate 0.065% among 150,000; inhibition, % at 10.9 µM; P. falciparum stage V gametocytes, 24 h; AID 743093, 2013;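 active = inhibition above the mean plus 3 SD of compounds within the control limits, set per campaign, cut at about 38% in these data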;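 also: 0% = DMSO wells and 100% = medium only without gametocytes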
# * hit, by the source's call; u = inconclusive; x = no result given.
SMILES,ABCG2 block,Mcl1 Noxa PPI,ABCB1 block,RGS4-Gao reg,RGS7-Gao reg,Mcl1 Bid PPI,Avidin fluor,GSH bead fluor,RGS8-Gao,Bim-Mcl-1,Pf gamet viab
CN1CC(C(=O)c2ccccc2)C(C(=O)c2ccccc2)C1 (stereo unspecified),1.1,-9.1,0.4,107.2,100.9,-14.7,15,10,98.4,0.0,15.7
CCCc1nc2ccccc2c(=O)n1-c1ccc(O)cc1,13.3,13.5,1.9,98.1,106.2,-18.9,11,9,100.8,0.0,-7.0
CC1=C(C(=O)N2CCC3(CC2)OCCO3)C2(CCC(C)CC2)OC1=O (stereo unspecified),0.9,-8.2,0.5,102.3,99.9,-19.7,12,21,96.7,6.0,-25.5
Cc1cccc(C)c1NC1=NCCCCS1,-0.1,6.4,0.0,98.3,102.3,6.2,7,12,104.4,2.0,-7.2
CCOc1cc(/C=C2\C(=O)NC(=O)N(C)C2=O)cc([N+](=O)[O-])c1O,x,8.4,x,101.5,u,-18.7,7,x,97.8,x,-1.0
Nc1c2c(nc3sc4c(c13)CCCC4)CCCC2,3.4,30.7,0.8,97.6,98.7,-24.2,11,23,98.3,0.0,-33.6
O=C(c1sc2ccccc2c1Cl)N1CCC2(CC1)OCCO2,-6.2,4.9,-3.7,100.4,103.7,-31.0,10,11,100.2,-1.0,x
CCN(CC)P(=O)(c1n(CC)cc[n+]1CC)N(CC)CC,-2.8,17.8,0.2,97.6,u,-21.4,8,16,97.0,0.0,15.9
O=C1NC(=O)N(c2ccccc2)C(=O)/C1=C/c1coc2ccc(O)cc2c1=O,x,16.7,x,102.7,u,-153.6,7,x,96.7,x,23.2
Cc1ccc(N)c(C(=O)c2ccccc2)c1,4.4,4.2,0.8,99.2,102.2,-28.5,8,11,99.9,-1.0,-0.6
Cc1ccccc1C(O)(Cc1ccccc1)C1CN2CCC1CC2 (stereo unspecified),0.8,-6.6,0.4,129.3,126.6,-38.2,12,9,117.8,2.0,-22.1
CCOc1ccc(-c2cc(C)[n+](CCN3CCOCC3)c(-c3ccc(OCC)cc3)c2)cc1,x,5.3,x,104.8,u,-0.7,7,x,101.8,x,8.4
CCNC(=O)NNC(=O)C1CC(c2cccnc2)=NO1 (stereo unspecified),11.0,9.4,0.5,100.1,101.1,-10.7,7,20,99.3,-4.0,x
CNC(=O)N(C)c1ccc(C(O)(C(=O)OC)C(F)(F)F)cc1 (stereo unspecified),x,4.9,x,100.3,u,-10.4,7,x,100.2,x,-6.6
O=P(Oc1ccccc1)(Oc1ccccc1)N1CCN(c2ccc(F)cc2)CC1,x,1.2,x,100.4,u,-51.4,7,x,99.0,x,24.6

# Random excerpt: 4 entries already listed
SMILES,ABCG2 block,Mcl1 Noxa PPI,ABCB1 block,RGS4-Gao reg,RGS7-Gao reg,Mcl1 Bid PPI,Avidin fluor,GSH bead fluor,RGS8-Gao,Bim-Mcl-1,Pf gamet viab
CCN(CC)P(=O)(c1n(CC)cc[n+]1CC)N(CC)CC,-2.8,17.8,0.2,97.6,u,-21.4,8,16,97.0,0.0,15.9
O=P(Oc1ccccc1)(Oc1ccccc1)N1CCN(c2ccc(F)cc2)CC1,x,1.2,x,100.4,u,-51.4,7,x,99.0,x,24.6
CCCc1nc2ccccc2c(=O)n1-c1ccc(O)cc1,13.3,13.5,1.9,98.1,106.2,-18.9,11,9,100.8,0.0,-7.0
CN1CC(C(=O)c2ccccc2)C(C(=O)c2ccccc2)C1 (stereo unspecified),1.1,-9.1,0.4,107.2,100.9,-14.7,15,10,98.4,0.0,15.7

# Remaining list, next part.
SMILES,ABCG2 block,Mcl1 Noxa PPI,ABCB1 block,RGS4-Gao reg,RGS7-Gao reg,Mcl1 Bid PPI,Avidin fluor,GSH bead fluor,RGS8-Gao,Bim-Mcl-1,Pf gamet viab
O=C(Nc1ccc(F)cc1F)c1cccnc1Oc1cccc(C(F)(F)F)c1,3.0,-11.3,0.2,100.3,97.2,-15.3,5,23,102.4,4.0,1.0
CCCC(=O)c1ccc(CP(=O)(OCC)OCC)o1,x,8.1,x,104.0,u,-12.1,10,x,105.6,x,-1.1
CC(N=Cc1c(O)n(C2CC2)c(=S)[nH]c1=O)c1ccccc1 (stereo unspecified),x,-7.8,x,102.8,u,-26.0,7,x,102.2,x,-4.7
O=C(CCCC1=NS(=O)(=O)c2ccccc2N1)N1CCC2(CC1)OCCO2,4.2,2.4,0.5,102.5,102.2,-17.2,9,16,101.5,-1.0,-0.5
CCC1=C(C)C(N2CCOCC2)=NP(N2CCOCC2)(N2CCOCC2)=N1,-1.3,-6.4,-0.4,103.5,103.7,-10.9,18,26,104.8,-10.0,x
O=c1c2ccccc2nc(-c2cccs2)n1-c1cnccn1,3.9,15.4,0.9,94.4,97.8,-3.6,5,43,98.5,-2.0,-13.2
CN1C(=O)N(C)C(=O)C2(Cc3cc([N+](=O)[O-])ccc3N(C)C2)C1=O,-1.2,-14.0,0.3,99.5,102.0,-20.5,12,11,103.4,-1.0,32.0
CCOC(=O)C(O)(c1ccc(N(CC)S(=O)(=O)c2ccccc2)cc1)C(F)(F)F (stereo unspecified),25.0,3.3,1.3,101.8,100.9,-13.8,11,26,102.5,-9.0,x
Nc1c2c(nc3sc4c(c13)CCCC4)CCCCC2,3.0,29.9,-1.3,100.8,98.5,-11.9,6,32,100.0,0.0,x
O=c1[nH]c(=O)n(-c2cccc(Cl)c2)c(O)c1C=NCCCN1CCOCC1,1.2,-14.7,0.4,99.9,96.5,-13.5,10,24,101.5,3.0,x
COCCCNC(=O)c1c(NC(=O)c2ccccc2Cl)n(Cc2ccccc2)c2nc3ccccc3nc12,11.0,12.7,0.2,100.7,99.9,-31.5,13,36,99.5,1.0,19.6
C=CC[N+]1(C)C2CCC1CC(O)C2 (stereo unspecified),3.2,1.6,1.6,97.7,102.4,-19.6,3,12,99.6,-2.0,-7.7
Cc1cc(C=C2C(=O)NC(=S)NC2=O)c(C)n1C1CCCC1,7.5,30.2,1.2,100.1,98.8,-51.0,9,16,97.3,-1.0,-21.0
CCn1c(P(C)(=O)O)nc2cc(NC(=O)c3ccccc3F)ccc21,1.2,-2.8,0.2,101.6,97.9,-6.5,11,15,99.0,-5.0,-4.8
COc1ccc(-c2nc3ccccc3n2OC(=O)N(C)C)cc1,0.7,9.7,0.5,101.2,120.3,4.8,40,34,99.0,-1.0,x
COc1ccc(C(=O)C2CCCN(C3CSCCSC3)C2)c(C)c1 (stereo unspecified),4.8,-3.2,1.6,104.8,104.7,-39.7,11,21,104.6,0.0,7.2
c1ccc(C2NCCc3[nH]cnc32)cc1 (stereo unspecified),x,12.4,x,102.3,u,-35.7,8,x,103.4,x,x
O=C(O)CCn1cc(C=C2C(=O)NC(=S)NC2=O)c(-c2cccc(Br)c2)n1,-1.8,93.9*,-1.3,98.8,97.6,-12.2,8,12,94.5,2.0,0.8
CCCCn1c(O)c(C(CC)=Nc2cccc(C(=O)O)c2)c(=O)[nH]c1=O,0.9,18.3,0.1,95.2,91.7,2.0,34,16,97.8,1.0,x
O=C1NC(=O)N(Cc2ccccc2)C(=O)/C1=C/C=C/c1ccco1,x,19.9,x,97.4,u,-21.1,2,x,97.0,x,-24.0
COC(=O)c1c(C)n(Cc2ccccc2)c2ccc(O)cc12,7.9,18.9,0.6,76.7,101.3,-1.5,9,15,87.1,-2.0,1.2
COc1ccc(CC2c3cc(OC)c(OC)cc3CCN2C)cc1OC (stereo unspecified),1.2,-7.2,0.4,109.7,105.5,-42.2,15,15,102.1,-2.0,x
O=[N+]([O-])c1ccc(N2CCNCC2)cc1N1CCCCC1,2.6,20.8,0.7,101.2,96.2,-59.1,9,28,104.8,0.0,9.2
O=C(Cc1cc(=O)[nH]c(=O)[nH]1)N1CCN(CCO)CC1,3.0,11.9,0.2,93.3,87.8,-4.0,6,19,96.7,-1.0,x
COc1ccc(CCn2c(O)c(/C=N/N3CCCCC3)c(=O)[nH]c2=O)cc1OC,5.8,-1.7,1.0,96.5,98.7,2.6,8,12,103.9,-1.0,4.2
Cc1ccc(-n2c(O)c(/C=N/N3CCOCC3)c(=O)[nH]c2=S)cc1,6.5,-9.5,0.7,103.4,98.6,-40.6,23,18,103.6,-4.0,4.9
CCN(C(C)=O)c1cccc(-c2ccnc3c(C#N)cnn23)c1,0.2,22.8,x,101.3,102.8,-1.0,7,68,100.5,-1.0,x
Cc1nc2c(c(C)nn2-c2ccccc2)c(C)c1CCC(=O)N1CCC2(CC1)OCCO2,18.2,x,0.8,93.1,92.5,x,9,33,98.9,0.0,x
CC(CN1CCOCC1)OC(=O)Cc1ccccc1 (stereo unspecified),-0.5,24.1,-0.2,99.9,93.8,0.5,25,66,100.2,-1.0,-0.5
CC1CCN(C(=O)CCl)CC1,-1.3,11.8,0.2,96.8,95.5,-11.2,9,9,99.5,-7.0,2.4
CCOC(=O)C1=C(N)OC2=C(C(=O)CC(C)(C)C2)C12C(=O)Nc1ccccc12 (stereo unspecified),9.8,0.8,1.0,64.1,58.4,-32.0,11,30,70.8,-4.0,x
CC1CN(c2ccc([N+](=O)[O-])c3cccnc23)CC(C)N1 (stereo unspecified),1.6,17.7,0.5,92.7,93.0,-5.5,4,22,96.7,0.0,x
CN(C)C(=O)Oc1cc(=O)n2c3c(cccc13)CCC2,8.3,-2.4,0.4,86.8,88.8,-5.8,8,15,89.8,-4.0,x
CC(C(=O)c1cn(C)c2ccccc12)c1ccccc1 (stereo unspecified),6.0,-5.9,0.0,101.6,102.3,-28.5,4,17,100.3,3.0,-10.8
CC1CC(C)CN(CC(=O)c2ccc(OC(F)F)cc2)C1 (stereo unspecified),-1.8,12.8,-0.1,97.1,101.8,7.1,5,15,99.1,-2.0,22.6
COc1cccc(C(=O)C2CCCN(Cc3cccc4c3OCO4)C2)c1 (stereo unspecified),-5.7,-2.0,-1.9,102.3,94.4,-22.9,11,18,101.1,-1.0,3.5
O=C1C2CCN(CC2)C1Cc1ccc(OCc2ccccc2)cc1 (stereo unspecified),-0.8,10.6,-0.1,102.5,u,-27.5,9,18,102.5,1.0,-3.6
N[C@@H](Cc1c[nH]c2ccccc12)c1nnc(SCc2ccccc2F)o1,0.9,15.4,-0.2,101.1,99.3,-14.9,13,25,102.6,-4.0,-8.2
CN1CC[C@]2(c3cccc(O)c3)Cc3nc4ccccc4cc3C[C@H]2C1,-0.9,15.3,x,108.5,105.1,18.8,6,63,98.5,0.0,x

# Screens from PubChem.

# This is a subset; rates above refer to the full screens.
